Screens (PubChem BioAssay)
GPR7 antag: antagonists of human GPR7 (neuropeptides B/W receptor 1). GPR7-expressing cells, fluorescence antagonist assay. AID 1861. P48145. inhibition, % at 4.4 µM. 290,000 tested, 1.1% active; in the data active = inhibition above about 16%, passing the limit was not always enough;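 also: cells stimulated with the agonist NPW; 0% = agonist with vehicle and 100% = vehicle without agonist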
Target sequence (P48145 whole entry, looked up): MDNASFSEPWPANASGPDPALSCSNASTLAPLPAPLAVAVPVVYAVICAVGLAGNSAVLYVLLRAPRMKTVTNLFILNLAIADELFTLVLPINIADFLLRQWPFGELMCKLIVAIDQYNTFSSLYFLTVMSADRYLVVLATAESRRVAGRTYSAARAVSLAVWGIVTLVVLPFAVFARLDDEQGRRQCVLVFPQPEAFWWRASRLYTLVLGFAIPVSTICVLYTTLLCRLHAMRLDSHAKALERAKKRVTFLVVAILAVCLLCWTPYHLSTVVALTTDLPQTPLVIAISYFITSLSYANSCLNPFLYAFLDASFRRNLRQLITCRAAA
OXTR potentiator: potentiates the human oxytocin receptor response; P30559; CHO-OTR cells, Fluo-8 calcium fluorescence, potentiator mode; 0% = oxytocin EC15, 100% = EC100; activation, % at 3 µM; 320,000 tested, 0.061% active; AID 2445;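 active = activation above that plate's cutoff, the mean activation of tested compounds plus 3 SD, cut at about 6.6% in these data, passing the limit was not always enough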;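 also: 100% uses oxytocin at 75 nM as the full agonist control; some results filed as inactive read as strong as hits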
Target sequence (P30559 whole entry, looked up): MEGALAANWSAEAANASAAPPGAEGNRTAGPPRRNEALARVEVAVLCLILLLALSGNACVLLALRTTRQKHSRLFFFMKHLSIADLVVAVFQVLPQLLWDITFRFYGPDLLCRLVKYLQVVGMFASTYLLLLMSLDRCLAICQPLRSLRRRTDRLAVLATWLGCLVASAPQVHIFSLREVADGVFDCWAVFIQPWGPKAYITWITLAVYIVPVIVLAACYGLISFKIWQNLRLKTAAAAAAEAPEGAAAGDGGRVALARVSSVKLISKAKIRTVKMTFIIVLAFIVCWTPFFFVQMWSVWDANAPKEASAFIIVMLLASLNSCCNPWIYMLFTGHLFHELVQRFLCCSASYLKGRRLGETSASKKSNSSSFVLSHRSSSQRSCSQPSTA
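Replication – single well per compound, singlicate · Assay system – CHO cell line stably expressing human OTR · Timing – 6 min pre-incubation, 100 s read · Measure – normalized max/min fluorescence ratio, % activation · Doses – 3.0 µM, one dose · Detection – Fluo-8 calcium dye fluorescence · Probe or stimulus – oxytocin near EC15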
MEKK2mut PB1 HTS: signal of MEK5 binding to mutant human MEKK2 PB1 domain. bead flow cytometry, Alexa488-MEK5 binding to MEKK2 mutant. percent response, % at 10 µM. 290,000 tested, 0.35% active. AID 1530; in the data active = percent response above about 24%, passing the limit was not always enough; also: inactives centre near 1; some results filed as inactive read as strong as hits
MEKK2wt PB1 HTS: raises or lowers MEK5 binding to wildtype human MEKK2 PB1 domain; 290,000 tested, 1.1% active; bead flow cytometry, Alexa488-MEK5 binding to MEKK2 WT; actives lie on both sides; binding response (% of control), % at 10 µM; in the data active = binding response below about 67% or above about 130%; inconclusive = no clear call, values can overlap the other calls; inactive = in between
NALP1 yeast inh: blocks the NALP1 inflammasome reconstituted in yeast; S. cerevisiae NALP1/ASC/caspase-1 growth, X-gal OD620, 72 h; inhibition, % at 10 µM; 280,000 tested, 0.61% active; in the data active = inhibition mostly above about 24%, no sharp cut-off; inactive = mostly below about 32%; also: some compounds called inactive have numbers as strong as hits
M18AAP inhibitor: PfM18AAP enzyme inhibition | recombinant PfM18AAP, H-Glu-NHMec fluorogenic cleavage | inhibition, % at 7.35 µM | 290,000 tested, 1.2% active | AID 1822;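 active = inhibition above the campaign mean inhibition over all tested compounds plus 3 SD, cut at about 28% in these data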;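 also: 0% = plate median of test compound wells and 100% = 2 mM ZnCl2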
OXTR agonist: human OXTR agonism. AID 2435. activation, % at 3 µM. 320,000 tested, 0.32% active. CHO-OTR cells, Fluo-8 calcium fluorescence; normalized: DMSO 0%, oxytocin 100%;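 active = activation above the mean of all tested compounds plus 3 SD, cutoff set per screening run, cut at about 20% in these data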;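 also: peak over basal fluorescence ratio from a 100 s FLIPR kinetic read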
V1R ag counter: V1a receptor agonism, counter-screen for OXTR agonists; CHO-V1R cells, Fluo-8 calcium fluorescence, agonist mode; 0% DMSO, 100% 3 nM vasopressin; P37288; activation, % at 3 µM; 320,000 tested, 0.25% active;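 active = activation above the mean activation of all tested compounds plus 3 SD, per screening run, cut at about 20% in these data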;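 also: signal is peak over basal fluorescence ratio across a 100 second FLIPR read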
GalR3 antag: blocks the human galanin receptor 3. HEK293 GalR3-CNG cAMP membrane potential fluorescence; galR3 body fused to GalR1 C-terminus. inhibition, % at 3 µM. 360,000 tested, 0.44% active;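 active = inhibition above the screen-wide average plus 3 SD, cut at about 13% in these data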;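 also: forskolin and galanin both at EC90 stimulate the cells; cAMP rise reported by CNG channel membrane potential dye signal; 0% = forskolin plus galanin with DMSO and 100% = forskolin alone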
Target sequence (O60755 1-299 limits assumed): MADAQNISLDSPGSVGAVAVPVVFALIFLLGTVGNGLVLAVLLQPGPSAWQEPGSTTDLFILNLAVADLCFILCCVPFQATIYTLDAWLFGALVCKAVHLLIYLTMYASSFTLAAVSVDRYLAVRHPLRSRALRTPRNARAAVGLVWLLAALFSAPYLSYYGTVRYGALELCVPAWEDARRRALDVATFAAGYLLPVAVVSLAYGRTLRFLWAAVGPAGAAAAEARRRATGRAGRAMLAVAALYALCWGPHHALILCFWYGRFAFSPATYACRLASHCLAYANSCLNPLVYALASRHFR
* marks the source's active call; other numbers are inactive results; ? = inconclusive; / = not tested or not shown; [ ] = dose if it differs, or a comment.

Start of the listing, in advance, ten compounds:
SMILES	GPR7 antag	OXTR potentiator	MEKK2mut PB1 HTS	MEKK2wt PB1 HTS	NALP1 yeast inh	M18AAP inhibitor	OXTR agonist	V1R ag counter	GalR3 antag
CCOC(=O)C1(Cc2cccc(Cl)c2)CCCN(C(=O)CCN2CCCC2=O)C1 (configuration not stated)	-2	-5	7	108	6	-7	-0.3	0.2	-1
NC(=S)NN=C1C2CC3CC(C2)CC1C3	0	-16	-2	102	-2	11	-0.7	-0.9	-1
COC(=O)CCC(=O)OC1(C)C(=O)C=C2C=C(C3CC3)N(CCc3c[nH]c4ccccc34)C=C2C1=O (configuration not stated)	/	4	-5	0.0*[inhibitor]	/	/	-0.6	-0.4	-2
O=C(COc1cccc(C(F)(F)F)c1)NCC(c1cccs1)N1CCOCC1 (configuration not stated)	/	0	/	/	/	/	-1.2	0.0	2
O=C(NCCCN1CCN(CCCNC(=O)c2ccccc2F)CC1)c1ccccc1F	-3	-10	7	114	29	0	-0.4	-1.0	0
COc1cc(C(=O)N/N=C/c2coc3ccccc3c2=O)cc(OC)c1OC	10	-5	6	105	-11	30*	0.2	1.1	-5
COC(=O)c1cc(NC(=O)C2CCCN(S(=O)(=O)c3c(C)n[nH]c3C)C2)cc(C(=O)OC)c1 (configuration not stated)	-10	-2	0	100	0	-11	0.4	0.8	10
O=C(CCCn1c(=O)[nH]c2ccccc2c1=O)NCCSCc1ccccc1	8	-3	-4	94	13	-12	-0.7	-0.4	-6
CCOc1ccc(NS(=O)(=O)c2ccc(C(=O)NCCCN3CCOCC3)cc2)cc1	-12	0	6	104	-1	4	1.1	0.7	-3
Cc1cc(NC(=O)CCC(=O)N(CCC(C)C)C(C(=O)NC2CCCC2)c2ccccc2C)no1 (configuration not stated)	-1	-1	1	98	10	-10	-1.9	-1.4	-8

Results, repeating the preview:
SMILES	GPR7 antag	OXTR potentiator	MEKK2mut PB1 HTS	MEKK2wt PB1 HTS	NALP1 yeast inh	M18AAP inhibitor	OXTR agonist	V1R ag counter	GalR3 antag
CCOC(=O)C1(Cc2cccc(Cl)c2)CCCN(C(=O)CCN2CCCC2=O)C1 (configuration not stated)	-2	-5	7	108	6	-7	-0.3	0.2	-1
NC(=S)NN=C1C2CC3CC(C2)CC1C3	0	-16	-2	102	-2	11	-0.7	-0.9	-1
COC(=O)CCC(=O)OC1(C)C(=O)C=C2C=C(C3CC3)N(CCc3c[nH]c4ccccc34)C=C2C1=O (configuration not stated)	/	4	-5	0.0*[inhibitor]	/	/	-0.6	-0.4	-2
O=C(COc1cccc(C(F)(F)F)c1)NCC(c1cccs1)N1CCOCC1 (configuration not stated)	/	0	/	/	/	/	-1.2	0.0	2
O=C(NCCCN1CCN(CCCNC(=O)c2ccccc2F)CC1)c1ccccc1F	-3	-10	7	114	29	0	-0.4	-1.0	0
COc1cc(C(=O)N/N=C/c2coc3ccccc3c2=O)cc(OC)c1OC	10	-5	6	105	-11	30*	0.2	1.1	-5
COC(=O)c1cc(NC(=O)C2CCCN(S(=O)(=O)c3c(C)n[nH]c3C)C2)cc(C(=O)OC)c1 (configuration not stated)	-10	-2	0	100	0	-11	0.4	0.8	10
O=C(CCCn1c(=O)[nH]c2ccccc2c1=O)NCCSCc1ccccc1	8	-3	-4	94	13	-12	-0.7	-0.4	-6
CCOc1ccc(NS(=O)(=O)c2ccc(C(=O)NCCCN3CCOCC3)cc2)cc1	-12	0	6	104	-1	4	1.1	0.7	-3
Cc1cc(NC(=O)CCC(=O)N(CCC(C)C)C(C(=O)NC2CCCC2)c2ccccc2C)no1 (configuration not stated)	-1	-1	1	98	10	-10	-1.9	-1.4	-8
Cc1cccc(N(C)S(=O)(=O)c2ccc(-c3cnc(C4CC4)o3)cc2)c1	18	-13	-4	97	18	0	0.7	0.2	10
CC(=O)c1c(C)nn(C(=O)N2CCOCC2)c1C	/	-18	9	109	-12	/	-0.8	-0.3	3
O=C(NNS(=O)(=O)c1ccccc1[N+](=O)[O-])c1ccc(O)cc1	-6	0	-1	94	-15	2	2.3	0.6	-8
COc1ccc(NC(=O)CCCCC#Cc2ccccc2)cc1	/	-12	2	99	/	/	2.1	0.5	-4
O=C(O)/C=C/c1ccc(OCCCF)cc1	3	1	-5	103	-1	-9	0.0	0.2	-7
O=C(c1cc2cc(C(F)(F)F)ccc2s1)N1CCOCC1	-5	-17	0	99	0	-8	-1.0	-0.7	3
Cc1ccc(/C=N/NC(=O)c2c[nH]c3ccccc23)s1	3	-11	3	96	8	-52	-2.0	0.1	-4
COc1cc(OC)cc(C(=O)NCCCCc2ccccc2)c1	/	-10	/	/	/	/	-3.7	0.4	-3
Cc1cccc(/C=N/n2c(C)nc3ccccc3c2=O)c1	-14	2	6	103	10	-2	-1.8	0.7	0
COC(=O)[C@H]1[C@H](C(=O)OC)[C@@H](C(=O)OC)N(c2ccc(OC)cc2)[C@@H]1C(=O)OC	-13	-9	0	101	28	-5	0.0	0.0	3
CC(C)CCC(CC(C)O)C(=O)NNC(=S)Nc1ccccc1 (configuration not stated)	-11	1	8	109	/	1	0.4	-0.1	-4
O=C1NC(c2ccc3c(c2)OCO3)Nc2ccccc21 (configuration not stated)	14	-4	3	97	-31	1	1.0	0.6	1
Cn1c(O)c(/C=N/NC(=O)c2cc3ccccc3cc2O)c2ccccc21	-3	-12	-5	93	-7	32*	14	15	-3
Cc1cnc([N+](=O)[O-])n1CCOC(=O)NC(=O)c1ccccc1Cl	15	-16	-47	?	-6	-6	0.3	0.1	-3
COc1cc(/C=N/NS(=O)(=O)c2ccc(C)c([N+](=O)[O-])c2)cc([N+](=O)[O-])c1O	-10	-7	0	101	-4	9	-0.6	-0.9	-11
COc1cc(C(Nc2ccccn2)c2c(NC(=O)c3ccco3)sc(C)c2C)cc(OC)c1OC (configuration not stated)	0	-2	-2	100	28	-1	-1.8	-0.4	-2
COc1ccc(-c2cc(C(=O)NC(C)c3ccccn3)c3ccccc3n2)cc1OC (configuration not stated)	/	-9	/	/	/	/	-0.2	2.0	-6
COc1ccc2[nH]c(C(=O)O)c(NS(=O)(=O)c3ccc(F)cc3)c2c1	9	3	1	103	-1	-9	1.4	0.1	2
Cc1ccc(C(=O)OC(C)CN2CCN(C)CC2)cc1 (configuration not stated)	-7	-2	-13	92	/	-6	1.8	0.5	-2
O=C(Nc1ccccc1)OCc1cc(-c2ccccc2Cl)on1	3	0	/	/	16	2	-1.1	0.5	-7
Cc1cccc(NC(=S)NC(C)C(c2ccccc2)N2CCN(C)CC2)c1C (configuration not stated)	-8	-15	17	105	-8	5	0.5	1.1	-5
Cc1ncsc1C(=O)N1N=C2/C(=C/c3ccc(N4CCOCC4)cc3)CCCC2C1c1ccc(N2CCOCC2)cc1 (configuration not stated)	7	-5	1	104	-4	1	2.4	1.9	/
O=C(NCC1CC1)Nc1ccccc1F	99*	0	8	99	3	4	-1.1	-0.3	-11
O=C(NC1CCCC1)C(c1ccsc1)N(C(=O)Cc1cccs1)c1cccc(F)c1 (configuration not stated)	-15	-7	-1	101	-3	-2	2.6	-0.5	-3
CC(NC(=O)CSc1nnc(-c2cccnc2)n1N)c1ccccc1 (configuration not stated)	1	-11	2	102	-42	3	-1.2	-0.5	-3
Cc1ccccc1C(=O)Oc1ccc(-c2csnn2)cc1	-4	-10	-1	99	-6	4	0.8	-1.7	-6
COc1cc(C(=O)NNC(=O)c2ccccc2OCc2c(C)noc2C)cc(OC)c1OC	/	-7	/	/	/	/	-0.9	0.5	-2
c1ccc(-c2nnsc2-c2nc3ccccc3[nH]2)cc1	2	/	-4	96	1	0	/	/	-8
CN(/C(=N/S(=O)(=O)c1cccs1)c1ccccc1)c1ccc(O)cc1	5	2	-1	96	-10	-4	3.7	1.9	1
Cc1ccc(/C(N)=N/OC(=O)COc2ccccc2Cl)cc1	1	-13	0	98	/	1	-0.3	0.8	6
CC1CC(CCC(=O)NC(=S)Nc2ccc(S(N)(=O)=O)cc2)C(=O)O1 (configuration not stated)	-1	5	-3	93	-3	6	0.6	0.0	-4
COc1ccc(C(=O)NC(=S)NNC(=O)c2cnccn2)cc1OC	-3	-4	13	104	26	-2	0.7	0.2	-11
CCOC(=O)C1CCN(c2ccc(C(=O)O)cc2[N+](=O)[O-])CC1	-7	-6	14	101	33	0	-0.7	0.1	2
COC(=O)/C=C1\SC(=NC(=O)c2cccc([N+](=O)[O-])c2)NC1=O	-16	1	-3	96	0	1	0.7	0.6	-8
Cc1cccc(C)c1NC(=S)NNc1ncc(C(F)(F)F)cc1Cl	-7	-13	2	100	-13	21	4.2	2.3	-1
COc1ccccc1C(=O)N/C(=C\c1ccc(Br)cc1)C(=O)NCCO	-1	-20	6	126	39	3	-0.6	0.0	-5
CC(C)(C)c1ccc(OCCC(=O)Nc2cccc(S(=O)(=O)N3CCCC3)c2)cc1	/	-15	/	/	/	/	-0.5	0.2	-6
COc1ccc(CNC(=O)c2ccc3nccnc3c2)cc1	2	-2	0	100	-9	2	-0.8	0.3	-4
Cc1cc(NC(=O)c2ccc(S(=O)(=O)N(C)C)cc2)n(-c2ccccn2)n1	-13	-4	0	101	25	1	1.4	0.0	-2
COCCn1nnnc1C(c1cc2cccc(C)c2[nH]c1=O)N1CCN(c2ccccc2F)CC1 (configuration not stated)	9	-3	-7	98	-20	9	-0.4	0.1	3

New compounds follow
SMILES	GPR7 antag	OXTR potentiator	MEKK2mut PB1 HTS	MEKK2wt PB1 HTS	NALP1 yeast inh	M18AAP inhibitor	OXTR agonist	V1R ag counter	GalR3 antag
CCOc1cccc2sc(=NC(=O)CCS(=O)(=O)c3ccc(F)cc3)n(C)c12	/	-14	/	/	/	/	-0.2	-0.1	-1
CC(=O)c1cc2c(cc1NC(=O)CCc1ccccc1)OCO2	3	-9	0	94	-2	4	-2.2	0.0	-1
COCC(=O)Nc1cc(Cl)ccc1C(F)(F)F	-8	-4	-2	99	6	-2	0.8	1.5	/
Cc1cc(C)c(C(=O)N2CCCC(CNS(=O)(=O)c3cccs3)C2)o1 (configuration not stated)	-1	-8	7	111	-1	0	-0.6	-0.2	-1
C=CCNC(=O)c1onc(CSc2ccc(F)cc2)c1C(=O)NCCOC	2	4	0	97	9	-4	-0.7	0.1	-3
COc1cc(NC(=O)C2CCCN2C(=O)C2CCC(C)CC2)cc(OC)c1OC (configuration not stated)	-5	6	1	99	27	-2	-2.1	-1.6	1
Cc1ccc(S(=O)(=O)NCCCCCC(=O)N(C)C)cc1	-5	-2	-11	77	-5	1	0.2	1.3	2
Cc1ccc(S(=O)(=O)N2CCCC(C(=O)N3CCN(C)CC3)C2)cc1 (configuration not stated)	0	-4	7	107	-3	-1	0.5	-0.3	0
Cc1ccc(CSc2nnc(-c3ccccn3)n2N)cc1	-9	-4	-13	97	6	-14	-0.8	-0.6	-3
